High-throughput results from PubChem.
M4 antag: blocks acetylcholine activation of human M4 receptor; CHO-hM4 cells, ACh EC80, Fluo-8 calcium fluorescence; inhibition, % at 3 µM; 0.73% of 360,000 active; AID 624125;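 active = inhibition above its plate's cutoff, the mean inhibition of sample wells plus 3 SD, cut at about 27% in these data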;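 also: 0% = acetylcholine EC80 with DMSO and 100% = DMSO without agonist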
M1 antag: human CHRM1 antagonism. CHO-K1 hM1, Fluo-8 calcium fluorescence, ACh EC80 antagonist. inhibition, % at 3 µM. 1.3% of 360,000 active;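 active = percent inhibition above its own plate's cutoff, namely the mean of that plate's compound wells plus 3 SD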;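 also: peak over basal fluorescence ratio during 140 s after agonist addition; 0% = ACh EC80 plus DMSO and 100% = DMSO alone without agonist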
Target sequence (P11229 whole entry, looked up): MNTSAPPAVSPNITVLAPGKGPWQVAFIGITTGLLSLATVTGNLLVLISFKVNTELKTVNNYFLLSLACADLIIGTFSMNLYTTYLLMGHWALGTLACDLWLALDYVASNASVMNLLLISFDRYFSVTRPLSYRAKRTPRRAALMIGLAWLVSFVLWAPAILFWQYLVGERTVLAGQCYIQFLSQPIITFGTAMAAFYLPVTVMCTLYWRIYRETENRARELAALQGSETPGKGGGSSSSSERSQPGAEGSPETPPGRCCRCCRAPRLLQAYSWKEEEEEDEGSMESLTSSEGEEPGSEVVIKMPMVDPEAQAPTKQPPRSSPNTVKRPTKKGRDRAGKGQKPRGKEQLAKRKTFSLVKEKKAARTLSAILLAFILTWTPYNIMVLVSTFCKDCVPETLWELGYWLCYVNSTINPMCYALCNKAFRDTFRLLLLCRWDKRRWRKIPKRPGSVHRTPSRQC
CHO-K1 Ca ag: counter-screen for M1 agonists: effect in parental CHO-K1 cells | Fluo-8 calcium fluorescence; scaled to maximal ATP response, vehicle zero | activation, % at 3 µM | 0.48% of 360,000 active; in the data active = activation above about 15%;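 also: untransfected CHO-K1 host cells lacking M1 receptor as counterscreen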
M1 PAM: positive allosteric modulators of human M1 muscarinic receptor. CHO-K1 hM1, Fluo-8 calcium fluorescence, ACh EC20; 0% = ACh EC20, 100% = maximal ACh. activation, % at 3 µM. 0.088% of 360,000 active. AID 588819; in the data active = activation above about 19%, passing the limit was not always enough
M4 ag: agonists of human muscarinic M4 receptor (CHRM4) | P08173 | AID 624127 | CHO-K1 hM4/Gqi5, Fluo-8 calcium fluorescence; vehicle 0%, full acetylcholine response 100% | 0.14% of 360,000 active | activation, % at 3 µM;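 active = activation above the run mean over all test wells plus 3 SD, cut at about 32% in these data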;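 also: peak over basal fluorescence ratio per well then scaled between controls; 0% = DMSO wells and 100% = acetylcholine at EC100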
CHO parental Ca: counter-screen for OX1R antagonists: effect in parental CHO cells; inhibition, % at 5.6 µM; 0.63% of 330,000 active; parental CHO-K1, ATP-induced calcium, Fluo-8 fluorescence;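 active = inhibition above that plate's mean sample inhibition plus 3 SD, cut at about 26% in these data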;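 also: 0% = ATP-challenged DMSO wells and 100% = DMSO wells without ATP; some compounds past the cut are filed as inactive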
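Assay system – parental CHO cells · Reagent – ATP stimulus · Detection – intracellular calcium via Fluo-8 no-wash fluorescent dye · Evaluation – percent inhibition of ATP-evoked calcium rise, normalized to controls · Controls – ATP wells versus no-ATP DMSO wells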
CHO-K1 Ca antag: nonselective inhibitor or artifact in parental CHO-K1 cells. ATP-induced calcium, Fluo-8 fluorescence. inhibition, % at 3 µM. 0.6% of 360,000 active. AID 602250;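 active = inhibition above a per-plate cutoff, the plate's mean sample inhibition plus 3 SD, cut at about 24% in these data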;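 also: 0% = DMSO plus EC80 ATP and 100% = DMSO alone without ATP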
OXTR potentiator: human OXTR potentiation; CHO-OTR cells, Fluo-8 calcium fluorescence, potentiator mode; 0% = oxytocin EC15, 100% = EC100; activation, % at 3 µM; 0.061% of 320,000 active; AID 2445;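 active = activation above that plate's cutoff, the mean activation of tested compounds plus 3 SD, cut at about 6.6% in these data, passing the limit was not always enough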;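 also: 100% uses oxytocin at 75 nM as the full agonist control; some results filed as inactive read as strong as hits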
Target sequence (P30559 whole entry, looked up): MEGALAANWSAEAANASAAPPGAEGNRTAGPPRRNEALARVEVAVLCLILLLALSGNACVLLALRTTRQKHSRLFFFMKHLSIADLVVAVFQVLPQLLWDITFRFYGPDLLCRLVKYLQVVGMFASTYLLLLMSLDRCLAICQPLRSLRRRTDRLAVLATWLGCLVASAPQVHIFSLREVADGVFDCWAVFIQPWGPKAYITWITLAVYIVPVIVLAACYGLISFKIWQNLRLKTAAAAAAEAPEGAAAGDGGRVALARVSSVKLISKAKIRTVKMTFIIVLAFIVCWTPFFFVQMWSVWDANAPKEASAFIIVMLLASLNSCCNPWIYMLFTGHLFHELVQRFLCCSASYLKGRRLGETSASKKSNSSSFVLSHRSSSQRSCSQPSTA
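System: human OTR in CHO cells; Also added: sub-maximal oxytocin, roughly EC15; Timing: compound 6 min at room temperature before oxytocin, 100 s read; Technique: Fluo-8 intracellular calcium fluorescence, ex 470-495, em 515-575 nm; Controls: oxytocin EC15 low and EC100 high; Replication: singlicate.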
CHRM1 agonist: agonists of human M1 muscarinic receptor. P11229. CHO-K1 hM1, Fluo-8 calcium fluorescence, agonist mode; 0% DMSO, 100% acetylcholine EC100. activation, % at 3 µM. 0.33% of 360,000 active;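 active = activation above the run's mean compound activation plus 3 SD, cut at about 16% in these data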;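 also: peak over basal fluorescence ratio within a 140 s kinetic read after compound addition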
* marks the source's active call; other numbers are inactive results; . = not tested or not shown.

SMILES	M4 antag	M1 antag	CHO-K1 Ca ag	M1 PAM	M4 ag	CHO parental Ca	CHO-K1 Ca antag	OXTR potentiator	CHRM1 agonist
O=C(c1ccc(Br)cc1)N1CCCc2ccccc21	1.0	0.9	0.8	-0.6	-0.8	-5.2	-14.7	-7.2	-2.4
CCN(C)C1CN(Cc2cn(Cc3cccc(C(F)(F)F)c3)nn2)S(=O)(=O)C1 (stereo not given)	1.4	.	0.4	.	0.4	.	-17.4	.	.
CC(C)CCNC(=O)c1ccc(NC(=O)C2=CSCCO2)cc1	-4.4	-14.3	0.2	13.6	2.0	-0.3	22.1	-1.6	2.9
O=C(COC(=O)c1cc(S(=O)(=O)N2CCOCC2)ccc1Cl)c1ccc[nH]1	3.8	5.4	5.4	-3.6	5.6	.	3.3	.	-3.3
O=C1CC(c2ccco2)Cc2nc(Nc3nc(-c4ccccc4)c4ccccc4n3)ncc21 (stereo not given)	-2.8	5.1	0.9	-4.1	3.4	-31.4	-5.7	-6.2	-3.1
CCN(CC)CCN(C)Cc1ccc(Br)cc1	-1.6	-2.8	0.8	-1.1	0.8	-9.2	-10.7	3.2	-8.5
C/C(=N\NC(=O)CCCC(=O)O)c1c(-c2ccccc2)c2cc(Cl)ccc2[nH]c1=O	-0.1	-3.6	0.6	1.9	0.4	9.0	-3.4	-16.0	-1.5
CN(C)c1ccc(CNc2ccccn2)cc1	-5.9	3.3	0.4	-3.1	0.1	-6.3	-4.1	-5.7	-5.2
COc1ccc(C(=O)Nc2cnccn2)cc1[N+](=O)[O-]	12.1	5.8	0.2	-3.0	0.8	-5.9	10.1	-6.3	-0.1
CC1=NN(c2ccc(Cl)cc2)C(=O)C1C(c1cccc(O)c1)c1c(C)[nH]n(-c2ccc(Cl)cc2)c1=O (stereo not given)	0.1	3.0	8.0	2.1	23.6	0.8	-11.7	-9.2	-0.5
CN(C[C@H](Cc1ccccc1)N(C[C@H](c1ccccc1)N(CCc1ccccc1)N=O)N=O)N=O	4.9	14.9	0.1	-11.9	1.0	-30.2	-3.9	-9.3	-7.5
CC(=O)N1c2ccccc2N(Cc2ccc(C)cc2C)C(=O)C1(C)C	-12.1	7.2	0.7	-6.2	-2.0	-21.3	9.6	-6.0	-9.9
COc1ccc(S(=O)(=O)N2CCOCC2)cc1C(=O)NCc1ccccc1CN1CCCC1	-0.2	-9.8	0.7	9.7	1.0	-8.6	-7.7	-3.0	-5.9
CCN(CCC#N)c1ccc(/C=N/Nc2nc(C)cc(=O)[nH]2)c(C)c1	-11.1	-7.6	0.6	8.8	0.6	-8.2	7.3	-8.1	-7.5
O=C(CCn1cnc2ccccc2c1=O)Nc1nc2c(s1)CCCC2	-5.8	-5.4	0.1	6.3	0.3	-18.4	-8.6	-16.1	-3.9
COc1ccc(CNC(=O)C2CC(C)=C(C)CC2C(=O)O)cc1OC (stereo not given)	-10.2	-12.4	0.2	9.0	1.1	2.4	-2.9	-5.1	-5.4
COc1ccc(OC)c(NC(=O)Nc2nnc([C@H]3C[C@H](O)[C@@H](CO)O3)s2)c1	-2.3	-14.1	0.4	11.4	-0.3	.	-6.7	.	-1.2
Cc1cccc(OCc2nnc(SCC(=O)Nc3cc(C)on3)n2C)c1	-1.2	-7.5	-0.4	5.3	-0.1	-3.3	-9.3	-3.0	-6.5
COc1ccc(NC(=O)CCCCCN2C(=O)c3cccc([N+](=O)[O-])c3C2=O)c(OC)c1	-0.8	-18.0	0.4	7.4	3.2	-14.6	-4.9	-9.1	-1.4
COc1ccc(CNC(=O)CN(C(=O)c2csnn2)c2cnc3ccccc3c2)cc1	-7.2	-13.8	1.4	14.3	2.9	-18.6	-11.3	0.8	-11.5
SC(COCc1ccccc1)CN1CCN(Cc2ccc3c(c2)OCO3)CC1 (stereo not given)	6.5	-4.5	0.1	-1.7	0.7	-27.3	-5.5	-5.3	-9.3
COC(=O)C(Cc1c[nH]c2ccccc12)NC(=O)c1cccs1 (stereo not given)	2.1	-11.4	2.9	5.5	2.0	-3.6	-1.4	-6.0	-1.1
Cc1ccc(C)c(N2CCN(CCCNC(=O)CCn3c(=O)c4cccn4c4cccnc43)CC2)c1	-15.6	15.4	1.4	-12.1	6.1	-15.0	1.2	-2.4	-4.5
O=C(CNCCc1ccccc1)N1CCc2ccccc2C1	4.5	6.6	14.6	-1.8	1.7	-26.7	1.0	-22.4	-8.1

Four of the compounds above, with values under each structure:
Every second line gives: M4 antag	M1 antag	CHO-K1 Ca ag	M1 PAM	M4 ag	CHO parental Ca	CHO-K1 Ca antag	OXTR potentiator	CHRM1 agonist
COc1ccc(OC)c(NC(=O)Nc2nnc([C@H]3C[C@H](O)[C@@H](CO)O3)s2)c1
 : -2.3	-14.1	0.4	11.4	-0.3	.	-6.7	.	-1.2
Cc1cccc(OCc2nnc(SCC(=O)Nc3cc(C)on3)n2C)c1
 : -1.2	-7.5	-0.4	5.3	-0.1	-3.3	-9.3	-3.0	-6.5
COc1ccc(NC(=O)CCCCCN2C(=O)c3cccc([N+](=O)[O-])c3C2=O)c(OC)c1
 : -0.8	-18.0	0.4	7.4	3.2	-14.6	-4.9	-9.1	-1.4
COc1ccc(CNC(=O)CN(C(=O)c2csnn2)c2cnc3ccccc3c2)cc1
 : -7.2	-13.8	1.4	14.3	2.9	-18.6	-11.3	0.8	-11.5

Next section.
SMILES	M4 antag	M1 antag	CHO-K1 Ca ag	M1 PAM	M4 ag	CHO parental Ca	CHO-K1 Ca antag	OXTR potentiator	CHRM1 agonist
CCN(CC)S(=O)(=O)c1ccc(C(=O)Nc2c3c(nn2C(C)(C)C)CS(=O)(=O)C3)cc1	26.7*	1.7	0.3	-4.4	2.0	-5.3	-10.8	-6.8	-3.3
Cc1cc(C)cc(NC(=O)CSc2nnc(Cn3c(=O)sc4ccccc43)n2C)c1	17.1	-4.9	-0.6	3.8	0.8	-5.1	22.6	-5.2	-3.9
CCOC(=O)c1c(C)c(C(=O)NC(C)COC)c(C)n1CC (stereo not given)	-0.5	5.3	0.7	1.2	0.6	-7.7	-9.6	0.2	-2.1
CCC(Oc1ccccc1)C(=O)Nc1cc(C(F)(F)F)ccc1N1CCOCC1 (stereo not given)	-4.6	1.7	-0.4	10.8	-0.3	-3.1	0.2	-0.3	8.1
O=C1Nc2ccc(Cl)cc2C(=O)C1(F)c1ccccc1 (stereo not given)	5.5	-0.5	17.2*	4.5	1.2	-16.4	1.2	-13.3	-2.6
CC(NC(=O)Cn1nc(-c2ccccc2)c2ccccc2c1=O)c1ccccc1 (stereo not given)	-3.5	-23.5	-0.5	9.7	1.1	-15.6	-7.4	-8.8	7.3
O=C(O)C(=Cc1ccc([N+](=O)[O-])cc1)CCc1ccccc1	-6.5	-7.5	0.3	2.9	0.4	.	-2.7	.	-4.8
COc1ccc(NC(=O)CSc2nnc(N)n2CC(=O)Nc2ccc(OC)cc2)cc1	9.6	4.9	0.9	-0.1	1.0	-11.5	-2.9	1.1	-3.5
Cc1c(/C=C/C(=O)c2ccc(C(C)C)cc2)cnn1C	-0.6	1.9	1.1	2.3	2.3	-22.2	5.0	-13.0	-4.9
CCOC(=O)CCc1c(C)c2ccc(OC3CCCCC3=O)cc2oc1=O (stereo not given)	34.5*	6.5	1.6	-1.1	2.2	-8.9	-4.0	-6.4	-2.0
COc1ccc(CCNC(=O)C2CCC(=O)N2CCc2ccccc2)cc1OC (stereo not given)	-6.0	-10.4	0.5	4.8	0.5	-12.3	-6.7	-1.5	-3.5
Cc1ccc(C)c(NC(=O)C2CC(O)CN2C(=O)OCc2ccccc2)c1 (stereo not given)	-3.8	-2.2	0.1	0.1	0.3	-12.7	11.0	-9.3	-3.3

Some entries already given, limited to M1 antag.
SMILES	M1 antag
COC(=O)C(Cc1c[nH]c2ccccc12)NC(=O)c1cccs1 (stereo not given)	-11.4
CCN(CC)S(=O)(=O)c1ccc(C(=O)Nc2c3c(nn2C(C)(C)C)CS(=O)(=O)C3)cc1	1.7

Next records follow:
SMILES	M4 antag	M1 antag	CHO-K1 Ca ag	M1 PAM	M4 ag	CHO parental Ca	CHO-K1 Ca antag	OXTR potentiator	CHRM1 agonist
CCOc1cc(/C=N/N=C(N)N)ccc1OCc1ccc(Cl)cc1	6.0	4.3	-0.3	1.5	-0.8	7.1	-6.9	-3.8	-5.9
CS(=O)(=O)c1ccc(Cl)c(NC(=O)CCN2C(=O)C3CC=CCC3C2=O)c1 (stereo not given)	9.2	-0.5	0.5	2.9	0.1	4.2	-12.3	-0.4	-2.5
Cc1cc(C(=O)COC(=O)c2cccs2)c(C)n1-c1c(C)n(C)n(-c2ccccc2)c1=O	3.9	-7.0	0.2	1.1	0.3	2.8	-13.8	-8.7	-5.0
COc1ccc(C(=O)CCc2ccccc2O)c(OC)c1	-7.3	-11.0	1.9	-2.7	2.4	-15.8	-8.9	-4.0	-5.6
O=C(c1ccco1)N(CCO)Cc1cc2cc3c(cc2[nH]c1=O)OCO3	-2.1	-6.2	0.8	10.8	1.1	-12.8	-2.8	-0.2	-6.3
CNC(=S)N1N=C(c2ccc(C)cc2)CC1c1ccc(N(C)C)cc1 (stereo not given)	-11.3	-7.5	-0.3	11.4	-0.2	-12.2	-9.4	-8.2	-2.3
Cc1ccccc1S(=O)(=O)c1c(C)cc(C)n(C)c1=O	-2.2	-0.6	-0.2	5.7	0.4	-3.1	0.4	-11.7	-4.1
CSCCCNC(=S)Nc1ccc(N2CCOCC2)cc1N1CCOCC1	-4.5	-2.1	2.9	4.0	8.2	8.7	-20.2	-1.5	-2.9
CCOC(=O)c1ccccc1NC(=O)c1cncc(Br)c1	-4.8	-7.7	0.4	1.9	0.0	.	-11.2	.	-1.8
O=C(Nc1nccs1)c1cc(-c2ccco2)nc2ccccc12	-6.4	1.2	3.2	1.4	10.8	-14.6	-2.5	-3.0	-6.0
CC(=O)c1csc(CS(=O)(=O)c2ccccn2)n1	11.5	11.5	4.3	-3.8	11.6	-15.4	9.4	-3.8	-3.9
Cc1ccc(S(=O)(=O)NCCNC(=O)c2ccc(C)nc2)cc1	0.1	-6.4	0.4	16.8	1.1	-3.6	-12.8	-5.2	1.6
Cc1cccc(Nc2nc(N)nc(CSc3nccn3C)n2)c1	7.3	9.8	0.1	-1.0	1.0	-17.7	13.8	-3.2	-1.9
Cc1cc(C)c(C)c(C(=O)c2ccccc2C(=O)O)c1C	-1.4	-8.8	1.7	10.7	0.7	7.7	-15.1	0.3	-2.6
O=C1NC(c2cccc3ccccc23)Nc2ccc(Cl)cc21 (stereo not given)	-3.4	-0.4	3.8	-5.5	9.3	.	-9.1	.	2.2
CC1CC1C(=O)N(C)CC(=O)Nc1ccc(Cl)c(C(F)(F)F)c1 (stereo not given)	2.5	-5.9	4.3	3.1	3.8	-13.2	-5.0	-10.7	1.1
Cc1ccc2c(c1)N(CC(=O)NC1CCCc3ccccc31)C(=O)CO2 (stereo not given)	3.6	0.5	0.1	4.3	-0.4	-24.4	7.3	-7.5	-3.5
CCCCCCCCCCNC(=O)CCn1[nH]c(=O)c2ccccc2c1=O	9.9	8.9	-0.4	2.6	-0.6	-12.4	-1.6	-7.1	-1.1
Cc1ccsc1-c1nc(CN2CCCC2c2ccc(F)cc2)c(C)o1 (stereo not given)	-6.7	-6.3	1.4	9.2	0.4	-7.6	-6.3	-9.0	1.3
COc1ccc2nc(Cl)c(C=O)c(N3CCOCC3)c2c1	-6.4	-12.3	0.1	12.7	0.8	.	1.0	.	-0.5
